# RAD54 inh – RAD54 (human) branch migration inhibition. Q92698. RAD54 Holliday junction branch migration, FAM/BHQ fluorescence. inhibition, % at 10.4 µM. hit rate 0.14% among 360,000. AID 602329;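 active = mean normalized replicate activity at least 40 and at least half of replicates scoring 40 or more; inconclusive = only one of the two criteria met; inactive = mean below 40 and under half of replicates reaching 40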;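 also: 0% = median of neutral control wells and 100% = median of positive control wells; inhibitors cause a drop in the FAM fluorescence signal; in these data hits start at about 50%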
# Casp6 inh – blocks human caspase-6 cleavage activity | P55212 | purified caspase-6, Z-VEID-R110 cleavage fluorescence | inhibition, % at 12.5 µM | hit rate 0.53% among 350,000;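 active = mean inhibition across replicates at least about 35%, with every replicate also reaching that limit, limit read from the data; inconclusive = only one of the two criteria met; inactive = neither criterion met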;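 also: 0% = median of neutral control wells and 100% = no fluorescence left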
# RAD52 anneal inh – blocks human RAD52 DNA annealing. P43351. hit rate 0.46% among 360,000. AID 651710. recombinant RAD52 DNA annealing, FRET fluorescence. inhibition, % at 18.7 µM;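 active = every replicate showing at least 50% inhibition; inconclusive = mean inhibition at least 50% but not in every replicate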
# PglD inh – blocks C. jejuni PglD acetyltransferase activity; inhibition, % at 12.5 µM; hit rate 0.098% among 360,000; AID 602405; purified PglD enzyme, DTNB colorimetric CoA detection; in the data active = inhibition above about 16%, passing the limit was not always enough; inconclusive = no clear call, values can overlap the other calls; also: strong numbers were not always called active
# ERp5 block – inhibitors of human ERp5. Q15084. ERp5 insulin aggregation, absorbance 650 nm, 90 min. inhibition, % at 9.99 µM. hit rate 0.05% among 350,000. AID 651711;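 active = mean replicate inhibition above about 25%, with every replicate also reaching it, limit read from the data, passing the limit was not always enough; inconclusive = only one of those two criteria met; inactive = neither criterion met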
# Target sequence (Q15084 whole entry, looked up): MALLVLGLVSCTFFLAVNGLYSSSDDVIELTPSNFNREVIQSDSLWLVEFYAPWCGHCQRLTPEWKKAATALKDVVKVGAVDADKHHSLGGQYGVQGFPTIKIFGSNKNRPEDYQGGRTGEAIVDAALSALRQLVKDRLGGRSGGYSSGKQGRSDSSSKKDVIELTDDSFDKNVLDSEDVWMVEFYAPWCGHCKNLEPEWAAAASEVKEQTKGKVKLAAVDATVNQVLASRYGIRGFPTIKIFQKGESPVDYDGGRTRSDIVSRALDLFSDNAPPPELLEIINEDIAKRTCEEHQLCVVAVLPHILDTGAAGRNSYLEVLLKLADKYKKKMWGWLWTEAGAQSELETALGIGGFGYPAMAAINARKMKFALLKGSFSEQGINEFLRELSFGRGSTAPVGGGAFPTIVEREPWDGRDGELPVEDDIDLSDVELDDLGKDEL
# ARNT-TACC3 inh – disruptors of human ARNT/TACC3 interaction | inhibition, % at 9.99 µM | AlphaScreen His-ARNT PAS-B/GST-TACC3 binding, luminescence; TACC3 fragment carries E629A point mutation | AID 623870 | Q9Y6A5 | hit rate 0.66% among 390,000;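 active = mean inhibition of replicates at least 50% and at least half of replicates each reaching 50%; inconclusive = half or more replicates reach 50% but mean below 50%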;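 also: 0% = complete ARNT plus TACC3 wells and 100% = ARNT alone without TACC3; many hits fall short of the cut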
# E-sel inducer – induces E-selectin expression in human endothelial cells. P16581. HUVEC E-selectin immunofluorescence imaging; normalized: neutral wells 0, TNF-alpha wells 100. activation, % at 7.58 µM. hit rate 0.37% among 260,000;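 active = mean E-selectin-positive cell signal at least 10% of the positive control, reached in at least 60% of replicates, without over 20% cell loss; inconclusive = no rule given, readout overlaps actives, possibly toxicity-flagged; inactive = the rest, including those meeting only one limit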;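 also: in these data hits start at about 27%; measured in HUVEC primary endothelial cells; signal is the percent of cells scored E-selectin positive by PE staining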
# Target sequence (P16581 whole entry, looked up): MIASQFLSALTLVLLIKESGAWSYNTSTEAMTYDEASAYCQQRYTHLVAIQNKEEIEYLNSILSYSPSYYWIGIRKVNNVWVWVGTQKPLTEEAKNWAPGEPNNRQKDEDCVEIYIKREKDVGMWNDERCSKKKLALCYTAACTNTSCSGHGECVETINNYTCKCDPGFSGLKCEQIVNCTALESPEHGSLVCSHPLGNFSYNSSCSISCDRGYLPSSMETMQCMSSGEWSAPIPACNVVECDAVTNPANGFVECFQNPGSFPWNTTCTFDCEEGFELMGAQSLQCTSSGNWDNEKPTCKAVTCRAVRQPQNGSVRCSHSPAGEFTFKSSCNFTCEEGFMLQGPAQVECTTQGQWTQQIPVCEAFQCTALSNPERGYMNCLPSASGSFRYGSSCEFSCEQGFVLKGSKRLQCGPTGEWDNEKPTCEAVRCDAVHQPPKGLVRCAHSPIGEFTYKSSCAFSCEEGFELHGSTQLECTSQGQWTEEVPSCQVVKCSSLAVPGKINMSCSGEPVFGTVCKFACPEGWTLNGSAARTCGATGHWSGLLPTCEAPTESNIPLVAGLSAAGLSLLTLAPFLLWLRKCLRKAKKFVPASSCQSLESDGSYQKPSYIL
#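 System: HUVEC, human umbilical vein endothelial cells; quantity: 3,000 cells/well; buffer or medium: EGM-2 medium, gelatin-coated wells; dosing: single-point compound dose; detection: immunofluorescence imaging; evaluation: % PE-positive cells; benchmarks: TNF-alpha, DMSO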
# esBAF inh – inhibitors of esBAF chromatin remodeling in mouse ES cells; Bmi1-luciferase knock-in reporter, 24 h; 100% = twice the neutral-well signal; reporter increase, % at 12.5 µM; AID 602393; hit rate 2% among 350,000; in the data active = activation above about 40%; inconclusive = no clear call, values can overlap the other calls;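 also: 0% = median of the plate's neutral control wells and 100% = double that signal; a rise in the Bmi1 reporter signal indicates esBAF inhibition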
# * marks the source's active call; other numbers are inactive results; ? = inconclusive; / = no result given; & = joins results of further samples. The order is random; about 3.2% have a hit in one of these screens.
SMILES,RAD54 inh,Casp6 inh,RAD52 anneal inh,PglD inh,ERp5 block,ARNT-TACC3 inh,E-sel inducer,esBAF inh
C[C@H](CO)N1C[C@H](C)[C@@H](CN(C)C(=O)C2CCCCC2)OCCCC[C@H](C)Oc2ccc(NC(=O)CCC(F)(F)F)cc2C1=O,-7,1,-5,0,-5,-5,0.0,7
CCCc1nnc(NC(=O)CCC(=O)Nc2ccc(F)cc2)s1,-8,0,-15,0,-2,0,/,8
CC(=O)Nc1ccc(NC(=O)Nc2cc(C)cc(C)c2)cc1,-3,-6,-16,9,-13,-4,0.0,/
CCOC(=O)N1CCC(NC(=O)c2ccc3c(c2)N(Cc2ccc(F)cc2)CCS3)CC1,-5,-1,-14,-4,-1,/,/,10
O=C1c2[nH]nc(-c3ccccc3O)c2C(c2ccc(F)cc2)N1Cc1ccco1 (stereo not given),0,/,/,0,/,-9,/,-11
CCN1CCN(Cc2nc3cc(NC(=O)COc4ccc([N+](=O)[O-])cc4)ccc3n2C)CC1,13,-13,14,-1,/,0,6.0,-3
C[C@@H]1CN([C@@H](C)CO)C(=O)c2cc(NC(=O)NC3CCCCC3)ccc2O[C@@H](C)CCCCO[C@H]1CN(C)Cc1ccc(C(F)(F)F)cc1,2,3,-40,2,-7,9,0.0,5
CCOc1ccccc1N1CCN(C(=O)Cc2ccc(S(=O)(=O)N3CCOCC3)s2)CC1,-1,-5,-19,2,4,-1,/,/
COC(=O)C[C@@H]1C=C[C@H](NC(=O)Nc2ccc(OC)cc2)[C@@H](CO)O1,/,6,-22,/,10,/,-0.2,/
COc1ccccc1NC(=O)Cn1c(CCC(=O)O)ccc1-c1ccccc1,-3,4,-31,3,-1,11,/,-12
COCCSc1nnc(-c2cnccn2)o1,-12,/,/,3,/,-3,/,6
O=C(C[C@H]1CC[C@H](NC(=O)C2CC2)[C@@H](CO)O1)Nc1nccs1,0,5,9,9,3,5,-0.3,-3
Cc1cc(C)c2cc(C#N)c(NCCNC(=O)c3ccncc3)nc2c1,/,1,-24,/,-2,/,0.0,/
CCCN(c1ccccc1F)S(=O)(=O)c1c[nH]c(C(=O)OC)c1,-11,-1,3,-2,3,7,/,3
COc1ccc(NC(=O)Nc2ccc3c(c2)C(=O)N([C@H](C)CO)C[C@H](C)[C@H](CN(C)C(=O)CCCN(C)C)OCCCC[C@@H](C)O3)cc1,10,-3,4,1,6,-4,-0.1,-3
C[C@@H]1CN([C@@H](C)CO)S(=O)(=O)c2ccc(C3=CCCC3)cc2O[C@H]1CN(C)C(=O)c1cccnc1,0,1,8,2,6,-1,-0.5,3
CCOc1ccccc1N(CC(=O)N1CCC(C)CC1)S(=O)(=O)c1ccc(C)cc1,-5,-1,-4,-2,4,-2,3.6,1
C=C(C)CNC(=O)c1ccc(OC2CCN(C(=O)COC)CC2)cc1,12,-2,-9,-12,5,3,/,-1
COc1cccc(C(=O)NCC(=O)OC(C)C(=O)NC23CC4CC(CC(C4)C2)C3)c1 (stereo not given),/,1,-11,/,3,/,-0.4,-4
COc1ccccc1/C=C/C=N/NC(=O)c1cc(-c2ccco2)[nH]n1,-7,6,-25,6,/,23,/,/
CC1CCN(S(=O)(=O)c2ccc3c(c2)CCN3C(=O)C2CCC2)CC1,-10,2,-2,4,0,-7,/,-3
Cc1cccc2cccnc12,-15,-4,-19,0,-3,/,/,0
COc1ccc(S(=O)(=O)Nc2ccc3c(c2)C(=O)N([C@H](C)CO)C[C@@H](C)[C@@H](CN(C)S(=O)(=O)c2ccccc2)O3)cc1,-1,-1,-20,3,-1,-2,-0.3,-3
Cc1ccc(S(=O)(=O)N[C@@H]2CC[C@H](CC(=O)NCc3ccccc3F)O[C@H]2CO)cc1,-3,-2,-5,0,-2,0,0.8,0
Cc1c(CCC(=O)NCCCCCC(=O)O)c(=O)oc2c(C)c3oc4c(c3cc12)CCCC4,5,2,3,-7,4,21,/,-28
COc1ccc(NC(=O)NNC(=O)COc2ccc([N+](=O)[O-])c(C)c2)cc1OC,-4,2,-7,4,-1,-2,0.1,3
COC(=O)c1cccc(C(=O)Oc2cccc(Br)c2)n1,9,/,/,-2,/,-1,/,-11
CC1(C)CC(=O)c2cnc(N3CCc4ccccc43)nc2C1,/,1,-13,/,-4,-19,3.8,/
CC1(C)CC(=O)C2=C(C1)Nc1ccccc1NC2c1ccc(F)c(F)c1 (stereo not given),4,2,-16,1,1,-13,0.8,-4
CCCOc1ccc(N2CC(C(=O)Nc3ncccc3C)CC2=O)cc1 (stereo not given),-13,/,/,-5,/,-2,/,3
COc1cccc(NC(=O)N(C)C[C@@H]2OCc3ccccc3-c3c(n(C)c4ccccc34)C(=O)N([C@H](C)CO)C[C@@H]2C)c1,2,0,15,-2,0,7,0.1,12
CSc1ncccc1C(=O)OCC(=O)N1CCOCC1,3,/,/,3,/,-6,/,0
COc1ccccc1CNC(=O)CSc1nc(=O)n(Cc2ccncc2)c2c1CCC2,-1,4,0,3,-1,-1,/,6
CC(C)N(C(=O)CSc1nnc(NC2CC2)s1)c1ccccc1,0,1,3,-3,2,/,?,0
COc1ccc(CC(=O)Nc2ccc(C(=O)O)cc2NC(=O)Cc2ccc(OC)cc2)cc1,/,0,-7,/,-2,-1,2.5,/
CN(C)C(=O)c1ccc(-c2ccc(C3[C@@H]4CN(C(=O)Cc5ccccc5)C[C@H]3N4)cc2)cc1 (stereo not given in full),/,0&0,0&-6,/,5&6,/,-0.7&-0.6,/
C[C@@H]1CCCCO[C@@H](CN(C)Cc2ccc3c(c2)OCO3)[C@H](C)CN([C@H](C)CO)C(=O)c2cc(N(C)C)ccc2O1,-1,-6,18,1,4,6,/,-10
COc1ccc(CCNC(=O)Cn2c(=O)n(CC3CCCO3)c(=O)c3cc(OC)c(OC)cc32)cc1OC (stereo not given),/,1,-10,/,0,-12,-0.3,/
O=C(O)C(Oc1ccc2ccccc2c1)c1ccccc1 (stereo not given),-21,1,-8,-4,6,-3,/,-9
COc1ccccc1Cn1cnc2cccnc21,1,/,/,2,/,-7,/,-8
Cc1ccc(C(=O)NCCc2nnc3ccc(SCC(=O)Nc4ccc(C)cc4C)nn23)cc1,-4,3,-12,-4,-4,/,/,1
O=C(CCCSc1nc2ccccc2s1)NCc1ccc2c(c1)OCO2,/,0,-7,/,-1,-2,0.2,-42
O=C(CCCc1ccccn1)c1cccc2ccccc12,-7,2,-42,-1,0,19,0.1,29
Cc1ccc(NC(=O)C2CCCN(S(=O)(=O)c3c(C)noc3C)C2)cc1F (stereo not given),-2,/,/,0,/,5,/,4
O=C(N/N=C/c1cccc(O)c1)c1ccc2c(c1)OCCO2,4,4,-10,0,2,1,/,-19
Cc1ccc(C)n1-c1nnc(N2CCC(C(=O)NCCCN3CC(C)CC(C)C3)CC2)s1 (stereo not given),10,-106,44,-4,-13,0,/,1
CC(C)(C)c1ccc(C(=O)NC(=O)COC(=O)CCS(=O)(=O)c2ccccc2)cc1,-3,2,4,-5,10,3,/,0
Cc1csc(N2CCCC2c2nc3cc(Cl)c(N4CCCCC4)cc3n2CCOCCO)n1 (stereo not given),5,2,-23,-4,-3,5,0.0,1
S=C1NCc2cncnc2N1,/,-1,-23,/,4,/,-0.3,/
COc1cc(/C=N/NC(=O)c2ccc(CSc3nncn3C)cc2)ccc1OCC(=O)N1CC(C)OC(C)C1 (stereo not given),7,1,-1,-2,-4,-2,/,-5

# Three compounds already listed, ordered by formula weight, ascending:
SMILES,RAD54 inh,Casp6 inh,RAD52 anneal inh,PglD inh,ERp5 block,ARNT-TACC3 inh,E-sel inducer,esBAF inh
O=C(N/N=C/c1cccc(O)c1)c1ccc2c(c1)OCCO2,4,4,-10,0,2,1,/,-19
CC(C)(C)c1ccc(C(=O)NC(=O)COC(=O)CCS(=O)(=O)c2ccccc2)cc1,-3,2,4,-5,10,3,/,0
Cc1ccc(C)n1-c1nnc(N2CCC(C(=O)NCCCN3CC(C)CC(C)C3)CC2)s1 (stereo not given),10,-106,44,-4,-13,0,/,1

# (more compounds)
SMILES,RAD54 inh,Casp6 inh,RAD52 anneal inh,PglD inh,ERp5 block,ARNT-TACC3 inh,E-sel inducer,esBAF inh
C[C@H](CO)N1C[C@H](C)[C@@H](CN(C)CC2CC2)Oc2c(NC(=O)c3ccc(-c4nccs4)cc3)cccc2C1=O,0,/,-17,0,-1,3,0.0,0
CC(C(=O)NC1C=CS(=O)(=O)C1)N1C(=O)/C(=C/c2ccc(Cl)cc2)SC1=S (stereo not given),6,14,-12,-1,-3,1,/,0
O=C(C[C@H]1C(=O)N(Cc2cccnc2)C[C@@H]1Cc1ccccc1)Nc1ccc(Br)cc1,2,-1,-19,1,-1,/,7.8,0
O=S(=O)(c1ccccc1F)N1[C@@H]2CNC[C@H]1C2c1ccc(-c2cncnc2)cc1 (stereo not given in full),/,1,-3,/,7,/,0.2,/
CCN1C(=O)c2cccc3c(NC(=O)c4ccc5c(c4)OCCO5)ccc1c23,-17,/,/,2,/,-16,/,9
CCSc1nc(N2CCCCC2)c2c(c1C#N)CCCC2,7,/,/,-6,/,-8,/,-5
Cc1ccc(N2CC(C(=O)NCCS(=O)(=O)N3CCN(c4ccccc4)CC3)CC2=O)cc1 (stereo not given),-11,6,7,0,/,3,/,2
O=C(Nc1ccccc1C(F)(F)F)c1ccccn1,/,2,-8,/,-4,5,/,/
CC(C)(C)c1cc(OC(=O)c2ccncc2)ccc1O,-6,/,/,1,/,1,/,-2
Cc1ccc(S(=O)(=O)Nc2ccc3c(c2)C(=O)N([C@H](C)CO)C[C@H](C)[C@@H](CN(C)C(=O)C2CCCCC2)OCCCC[C@H](C)O3)cc1,2,1,5,-1,1,-6,0.0,5
O=C(c1ccccc1)N1CCN(S(=O)(=O)c2cccc(NS(=O)(=O)c3ccccc3)c2)CC1,/,5,-9,/,5,-1,/,/
O=C1/C(=C/c2cccs2)CCC1C1CCCC1 (stereo not given),/,-1,1,/,?,-2,/,?
Cc1ccc(S(=O)(=O)N2CCC(NC(=O)c3cccnc3)CC2)cc1Cl,9,-1,-11,-1,-4,-13,/,10
COc1ccc(C2N(C(C)=O)CCN2S(=O)(=O)c2ccc(C)cc2)cc1 (stereo not given),2,3,-9,3,-24,-11,0.0,-3
COc1ccccc1NC(=O)C1=C(C)N(c2ccccc2)C(=S)NC1c1cccc(C(F)(F)F)c1 (stereo not given),0,0,-12,-1,-1,-4,/,-2
CCCC/S(CC1CC1(Cl)Cl)=N\S(=O)(=O)c1ccc(C)cc1 (stereo not given),-3,/,/,0,/,-7,/,-1
CCc1ccc(-c2cc(C(=O)N/N=C/c3ccco3)[nH]n2)cc1,/,-1,8,/,-1,-1,/,/
COc1ccccc1NC(=O)N[C@@H]1CC[C@H](CC(=O)N[C@@H](C)c2ccccc2)O[C@@H]1CO,3,0,2,2,-4,11,-0.4,-2
Cc1ccc(S(=O)(=O)N[C@H]2CC[C@@H](CC(=O)N3CCN(c4ccccc4)CC3)O[C@H]2CO)cc1,-1,-2,6,-4,1,/,-1.1,-9
CCC(C)(C)C1CCc2c(sc(NC(=O)c3ccoc3C)c2C(N)=O)C1 (stereo not given),-3,0,-21,5,-5,/,/,/
CC1(C)CC2CC(C)(CN2S(=O)(=O)c2cccc(C(N)=O)c2)C1 (stereo not given),4,5,5,3,-2,0,-0.2,1
Cc1ccc(CC(=O)OCCNC(=O)c2cccnc2)cc1,-15,/,/,-7,/,-4,/,-7
O=C(NCC1COc2ccccc2O1)c1ccc(Cl)c(S(=O)(=O)N2CCCC2)c1 (stereo not given),11,0,-9,7,-1,-20,/,-8
COc1ccc(-c2cnc3c(c2)C(=O)N([C@H](C)CO)C[C@H](C)[C@@H](CN(C)C(=O)C2CCCCC2)O3)cc1,9,8,5,2,-1,7,1.4,-8
